Screening results from PubChem.
FBA Mtb inh – inhibits M. tuberculosis FBA enzyme | purified M. tuberculosis FBA, fluorescence read-out | inhibition, % at 1 µM | 360,000 tested, 2.3% active | AID 588726; in the data active = inhibition above about 27%;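 also: 0% = vehicle and 100% = reference inhibitor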
Target sequence (P9WQA3 whole entry, looked up): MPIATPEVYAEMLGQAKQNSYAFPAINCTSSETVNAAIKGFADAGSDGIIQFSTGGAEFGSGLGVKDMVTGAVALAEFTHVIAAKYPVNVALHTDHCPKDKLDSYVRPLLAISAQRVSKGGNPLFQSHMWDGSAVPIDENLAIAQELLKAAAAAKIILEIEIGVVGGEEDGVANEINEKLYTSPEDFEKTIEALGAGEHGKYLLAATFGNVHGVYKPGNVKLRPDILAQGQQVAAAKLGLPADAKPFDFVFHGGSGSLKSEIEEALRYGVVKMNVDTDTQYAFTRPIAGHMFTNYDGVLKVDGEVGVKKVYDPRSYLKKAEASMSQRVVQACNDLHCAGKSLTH
Mtb UGM inh – blocks M. tuberculosis UGM enzyme | 320,000 tested, 0.06% active | purified UGM, fluorescence polarization probe displacement | inhibition, % at 10 µM | P9WIQ1; in the data active = inhibition above about 10%, passing the limit was not always enough; inconclusive = no clear call, values can overlap the other calls
Target sequence (P9WIQ1 whole entry, looked up): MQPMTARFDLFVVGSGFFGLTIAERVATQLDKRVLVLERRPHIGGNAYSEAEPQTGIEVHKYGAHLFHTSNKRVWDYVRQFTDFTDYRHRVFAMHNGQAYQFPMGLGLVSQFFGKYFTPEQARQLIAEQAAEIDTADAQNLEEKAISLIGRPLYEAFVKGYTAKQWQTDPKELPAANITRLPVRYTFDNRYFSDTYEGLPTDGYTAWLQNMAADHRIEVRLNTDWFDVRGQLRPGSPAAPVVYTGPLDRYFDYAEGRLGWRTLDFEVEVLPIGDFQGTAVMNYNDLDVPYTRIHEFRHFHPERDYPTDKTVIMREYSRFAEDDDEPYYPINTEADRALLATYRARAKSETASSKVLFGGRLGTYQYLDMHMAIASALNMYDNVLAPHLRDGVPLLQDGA
Anthrax LF prot – inhibitors of Bacillus anthracis lethal factor protease | P15917 | 360,000 tested, 0.12% active | inhibition, % at 10 µM | multiplex microsphere protease cleavage assay, LF; also: plate controls were buffer without enzyme for full effect and enzyme alone for no effect
GDH-TPI inh – counter-screen for M. tuberculosis FBA inhibitors: GDH-TPI coupled enzymes; GDH-TPI coupled enzyme counterscreen, NADH absorbance; inhibition, % at 4.8 µM; 360,000 tested, 1.2% active; in the data active = inhibition above about 30%;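 also: 0% = DMSO wells and 100% = wells lacking the enzyme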
Mtb BioA inh – blocks M. tuberculosis BioA enzyme activity. inhibition, % at 9.99 µM. purified M. tuberculosis BioA enzyme, plate reader. AID 602481. 360,000 tested, 0.096% active; in the data active = inhibition above about 40%; inconclusive = no clear call, values can overlap the other calls
FadD28 FP inh – blocks FadD28 binding to the bisubstrate probe. fluorescence polarization. inhibition, % at 12.5 µM. 360,000 tested, 0.22% active. AID 588549; in the data active = inhibition above about 8.5%, passing the limit was not always enough; inconclusive = no clear call, values can overlap the other calls
BoNT A protease – BoNT A light chain protease inhibition; multiplex microsphere protease substrate cleavage, flow cytometry; inhibition, % at 10 µM; 360,000 tested, 0.17% active; also: plate controls were buffer without enzyme for full effect and enzyme alone for no effect
BoNT F protease – BoNT F light chain protease inhibition | inhibition, % at 10 µM | AID 588497 | Multiplex microsphere protease cleavage assay, flow cytometry | 360,000 tested, 0.22% active; in the data active = inhibition above about 35%, passing the limit was not always enough; inconclusive = no clear call, values can overlap the other calls; also: plate controls were buffer without enzyme for full effect and enzyme alone for no effect
PfHsp40 yeast – rescue of PfHsp40-mediated yeast toxicity; S. cerevisiae expressing PfHsp40, growth rescue, ATP luminescence; 340,000 tested, 0.68% active; growth rescue, % at 12.5 µM; AID 504582; in the data active = growth rescue above about 28%, passing the limit was not always enough; inconclusive = no clear call, values can overlap the other calls;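 also: yeast W303a lacking pdr1 and pdr3 grown in galactose medium; growth measured after three days at 30 °C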
* hit, by the source's call; u = inconclusive; x = not tested or not shown; + = active, no number. Rule as the data show it, unless noted: active = inhibition above about 30%; inconclusive = no clear call, values can overlap the other calls; inactive = below that. The order is random; about 4.7% have a hit in one of these screens.

SMILES	FBA Mtb inh	Mtb UGM inh	Anthrax LF prot	GDH-TPI inh	Mtb BioA inh	FadD28 FP inh	BoNT A protease	BoNT F protease	PfHsp40 yeast
O=C(O)/C=C/S(=O)(=O)c1ccc2ccccc2c1	0	0.1	4	7	2.2	0.7	0.6	-4	-0.2
CCOCCN(C=O)c1cccc(OC)c1	0	-2.4	-6	5	-1.4	-0.2	0.6	-1	-1.5
Cc1ccc(N(CC(=O)NC2CCCC2)C(=O)CCC(=O)Nc2nc(C)cs2)cc1	0	5.5	8	-3	-1.7	-1.5	-0.3	-7	-1.3
COc1ccc(S(=O)(=O)N(C)CC(=O)N2CCN(c3ccc(F)cc3)CC2)cc1OC	2	4.7	0	-11	9.4	-4.9	-0.5	-1	-0.5
CC(O)C(=O)N/N=C/c1cccc(Cl)c1Cl (stereo unspecified)	-1	0.2	3	2	1.4	-2.0	-0.6	1	0.9
O=C1NCN(c2ccccc2)C12CCN(C(c1cc3ccccc3o1)c1nnnn1-c1ccc3c(c1)OCCO3)CC2 (stereo unspecified)	4	x	2	x	4.4	-2.5	-0.8	1	x
O=C(c1cccc(S(=O)(=O)N2CCOCC2)c1)N1CCCC(C(F)(F)F)C1 (stereo unspecified)	-4	-0.4	x	-4	0.8	-3.6	x	x	0.7
CCCSc1nnc(NC(=O)CCc2ccccc2)s1	1	0.3	-1	6	-0.5	0.5	0.4	2	0.1
CCN1CCN(Cc2nc3c(c(=O)n(C)c(=O)n3C)n2CC(=O)c2ccccc2)CC1	0	2.3	11	-5	0.5	-1.8	0.7	6	-1.0
CC1(C)COC(c2cccn2Cc2ccc(F)cc2Cl)=N1	0	-0.1	-14	14	-0.7	-0.7	0.6	-14	-1.2
CSc1nc(N2CCCC2)c2c(c1C#N)CC(C)(C)OC2	-1	-5.0	-3	-1	-0.4	0.2	-0.4	-12	-1.1
CCCC(C)C1(CC)C(=O)NC(=Nc2ccc(OC)cc2)NC1=O (stereo unspecified)	1	2.3	-2	6	-1.9	-0.1	-0.8	-2	0.5
Cc1c(C(=O)NCCSCc2ccc(F)cc2)cnn1-c1ccc(Cl)cc1	-1	-2.4	u	2	2.0	-3.6	-4.9	3	43*
CCOC(=O)CCN(Cc1sccc1C)S(=O)(=O)c1ccc(F)cc1	-3	1.7	-1	2	x	-1.3	0.0	-4	8.5
N#CCCn1cc(C(=O)Nc2ccc(C(=O)O)cc2)c(-c2cccc(Br)c2)n1	0	1.9	-9	7	0.2	-2.4	2.6	u	-0.7
COc1ccc2c(c1)c(CC(=O)Nc1ccc(C)cc1)c(C)n2C(=O)c1ccc(Cl)cc1	1	-1.4	-2	13	1.5	-0.4	0.4	2	0.1
NC(=O)CC(NC(=O)c1ccccc1)c1ccc(N2CCCCCCC2)c([N+](=O)[O-])c1 (stereo unspecified)	-3	-1.3	4	5	1.1	2.8	-0.2	-7	-2.0
COc1ccc(/C=N/OC(=O)Nc2ccccc2)cc1[N+](=O)[O-]	-1	0.9	1	6	x	-1.3	-0.2	-3	-0.2
O=C(CSc1nc2scc(-c3ccccc3)c2c(=O)[nH]1)N1CCCCC1	-1	-0.1	5	1	1.0	-6.6	-0.9	-4	0.9
CCn1cnc2c1c(=O)n(CC(=O)NN)c(=O)n2Cc1ccccc1	-3	3.5	1	-3	-0.2	-4.8	0.1	12	-1.9
CN(C)C(=O)c1cc2c(c(-c3cccc(C4=CCCCC4)c3)n1)[C@@H](CCO)N(S(=O)C(C)(C)C)C2 (stereo partly specified)	2	x	-2	x	-0.8	-0.9	-0.3	-4	x
Cc1nn(C(=O)CCC(=O)NCc2ccc(OC(C)C)cc2)c2ccccc12	0	2.4	-1	-3	-0.1	-1.0	0.4	-1	0.6
O=C(Nc1cccc(C(F)(F)F)c1)C1CCCO1 (stereo unspecified)	-3	-1.0	-1	-2	x	-0.1	0.0	-1	-0.8
COc1ccccc1/C=C/C(=O)N1CCOCC1	3	0.8	-2	7	-1.0	-1.8	-0.6	-19	0.6
O=C(O)C1=C[C@H](c2ccc(F)cc2)C[C@H](OCCCCO)O1	6	-0.1	1	15	-0.5	1.0	-0.3	8	-0.3
CCCn1c(=N)c(C(=O)NCC2CCCO2)cc2c(=O)n3cccc(C)c3nc21 (stereo unspecified)	+	0.8	-4	15	-0.3	-1.0	0.6	12	-0.6
COc1cccc(NC(=O)CN(C)C(=O)c2cc3ccccc3cc2OC)c1	8	2.0	-4	10	-0.2	-1.4	-0.1	-9	0.7
O=C(Nc1cccc(-c2nc3ccccc3o2)c1)c1cccnc1	-4	1.3	-4	2	x	-11	0.3	-2	0.4
COc1ccc(NC(=O)NC2(C(=O)N3CCCC3)CCCCC2)cc1	2	-1.3	1	-3	0.1	-0.8	0.1	4	0.6
C/C(CC(=O)NCc1ccco1)=N\NC(=O)C(c1ccccc1)c1ccccc1	0	-0.6	-1	-4	-0.3	-3.1	-0.1	0	0.0
Cc1ccc(C(=O)N2CCCC(C(=O)c3cc(F)ccc3F)C2)s1 (stereo unspecified)	-4	2.2	4	2	x	-2.9	0.5	9	-0.8
COc1cc(CN2CC3CC(C2)c2cccc(=O)n2C3)cc(OC)c1OC (stereo unspecified)	1	-4.4	-4	-1	0.4	0.7	-0.5	0	-0.5
c1ccc(C2CNCc3c2ccc2ccccc32)cc1 (stereo unspecified)	0	-2.4	-4	7	1.0	-2.2	2.4	-14	-0.1
O=C(NC(=S)Nc1ccccc1)C1CCCCC1	-6	-0.3	0	-1	-0.4	-4.5	2.7	3	3.0
O=C(Nc1nnc(-c2ccc3c(c2)CCCC3)o1)C1CCCCC1	5	x	0	17	-0.1	-1.3	-1.1	-14	0.4
COc1cccc(/C=N/NC(=O)c2cc3c(OC)ccc(OC)c3[nH]2)c1O	2	4.2	0	31	x	-3.3	8.2	u	1.6
COc1ccc(NC(=S)NCc2ccc3c(c2)OCO3)cc1	0	2.9	2	6	1.7	1.0	-1.6	-8	-0.7
O=C(NCC1=C(c2cccc3ccccc23)C[C@@H]2CC[C@H]1N2Cc1ccco1)c1ccncc1	6	x	5	8	-1.7	-2.3	0.1	2	x
CCOC(=O)C1=C(CC)Nc2ccccc2N=C1NC(=O)Nc1ccccc1OC	-7	1.2	2	-7	-1.2	-4.8	1.1	-14	-1.3
CSc1ccccc1NC(=O)CN(Cc1ccccc1)S(C)(=O)=O	4	-0.4	-5	-6	0.2	-5.8	0.0	8	-0.8
COC(C[C@@H](O)C[C@@H](O)[C@H](C)OCc1ccccc1)OC	-1	0.6	2	6	0.0	-1.8	-0.4	1	0.9
COc1ccc2cc(-c3cc(C(=O)OCC(=O)Nc4c(C)n(C)n(-c5ccccc5)c4=O)c4ccccc4n3)ccc2c1	7	x	1	12	-1.4	-2.2	8.9	5	u
Cc1ccc(-n2ncc3c(=O)[nH]c(SCC(=O)N4CCCc5ccccc54)nc32)cc1	0	-0.8	-2	-2	-2.4	-2.6	-0.1	7	-0.1
COC(=O)c1sc(N)c(C(=O)OC)c1Cn1ncc(Cl)c(Cl)c1=O	3	-3.0	-8	9	x	-1.5	1.6	19	1.3
COc1cc(C(=O)NCc2cccc(Cl)c2)ccc1OCC(=O)N1CCOCC1	3	0.6	0	-3	x	-0.4	2.1	-9	0.5
CN(Cc1nc(-c2cnccn2)no1)Cc1cccc2ccccc12	2	4.4	-6	-12	-0.5	-4.2	-1.6	-1	1.1
O=C(C1CC(c2ccccc2O)=NO1)N1CCc2ccccc2C1 (stereo unspecified)	1	3.3	-1	2	3.5	-4.1	0.0	-5	1.7
CCOC(=O)C1CCCN(c2oc(-c3ccc(F)cc3)nc2C#N)C1 (stereo unspecified)	30*	1.1	0	3	4.1	-0.8	-0.8	-2	0.1
COc1ccc(O)cc1	1	x	-2	9	1.0	-1.2	-0.6	-11	-0.3
Cc1ccc(C(=O)N/N=C2\CCc3ccccc32)c(C)c1	1	-3.5	-4	6	-1.7	0.9	-0.6	-8	-0.1
Cc1cc(C)n(CCNC(=O)CC2C(=O)NCCN2Cc2ccc(C)o2)n1 (stereo unspecified)	0	-1.4	-2	12	x	-1.0	-0.1	-2	-1.1
C/C(=N\N(c1ccccc1)c1ccccc1)c1ccc(N)cc1	-1	-4.0	-9	-2	x	-1.1	-0.8	-5	-1.7
O=C(Nc1cccc(NC(=O)c2ccccc2[N+](=O)[O-])n1)c1ccccc1[N+](=O)[O-]	-1	1.7	-6	3	0.2	-3.9	-2.2	u	0.4
COc1ccc(-n2cc(CNCCc3ncc(C)[nH]3)c(-c3ccccc3Cl)n2)cc1	-1	0.9	-10	-2	-0.1	-1.9	0.0	-8	0.4
COc1cc2oc3ccccc3c(=O)c2cc1OC	+	1.4	-7	22	-0.1	-4.4	0.4	-6	0.8
CC(C)c1ccc(NC(=O)CCNS(=O)(=O)c2cccc3nsnc23)cc1	-3	-1.1	3	2	x	-3.6	0.9	8	0.6
CCCCn1c(N)c(N(CC(C)C)C(=O)c2cccs2)c(=O)[nH]c1=O	2	1.2	-1	1	0.2	0.5	-3.1	0	0.2
COC(=O)c1ccc(OC(=O)C2CSC3(C)CCC(=O)N23)cc1 (stereo unspecified)	7	1.0	4	-7	x	-0.7	4.6	15	0.8
CCOc1ccc(CCNC(=O)COC(=O)CNC(=O)c2ccc(Br)o2)cc1OCC	3	3.8	1	-14	x	-1.7	-0.9	-1	-0.6
COCCCn1c(C(=O)NCCC2=CCCCC2)cc2c(=O)n3cccc(C)c3nc21	6	1.1	0	0	-1.5	-2.8	1.0	3	0.3

(continued)
SMILES	FBA Mtb inh	Mtb UGM inh	Anthrax LF prot	GDH-TPI inh	Mtb BioA inh	FadD28 FP inh	BoNT A protease	BoNT F protease	PfHsp40 yeast
Cn1c(=O)n(-c2ccc(Cl)cc2)c(=O)c2c3c(sc21)COC(C)(C)C3	1	-0.1	-11	-5	-0.9	-1.8	-1.0	2	-1.1
CN1CCN(c2nnc(-c3ccc(F)cc3)c3ccccc23)CC1	-1	0.5	2	8	4.2	-3.3	0.8	0	0.7
Cc1ccc(C)c(Cn2nnc3c(=O)[nH]c(C(=O)NCc4ccco4)nc32)c1	2	1.8	-9	3	3.1	-1.5	2.2	1	1.0
O=C(NCCc1cccc(Cl)c1)c1ccc(Cl)c([N+](=O)[O-])c1	-1	x	1	0	x	-2.1	1.2	7	15
Cc1cc(C)cc(N(C(C)C(=O)NC2CCCC2)S(C)(=O)=O)c1 (stereo unspecified)	-1	1.6	-4	9	-0.5	0.1	1.5	2	-1.2
CCC(CC)c1nnc(NC(=O)COc2ccc3c(c2)OCO3)s1	0	-4.3	0	-10	0.1	-3.0	1.6	3	2.6
O=C(Nn1c(SCc2ccc(F)cc2)nc2ccsc2c1=O)c1ccccc1	3	-0.8	-1	10	x	0.4	-0.6	-15	3.2
COc1ccc([C@H]2/C=C\CN(C(=O)CC(C)(C)C)[C@@H](C)C(=O)N2Cc2ccc(F)cc2)cc1	2	0.7	-6	6	0.4	-0.7	-0.4	-2	1.6
O=C(c1ccco1)N1CCN(C(c2ccccc2F)c2nnnn2CC2CCCO2)CC1 (stereo unspecified)	7	0.7	1	10	-0.4	-2.6	0.7	11	-0.2
CSc1ncccc1C(=O)N(C)CC(=O)Nc1ccc(Cl)cc1	-8	-1.5	-16	-9	0.7	-4.2	-3.7	-6	-1.0

Fetched by structure from the list above, 2 records:
SMILES	FBA Mtb inh	Mtb UGM inh	Anthrax LF prot	GDH-TPI inh	Mtb BioA inh	FadD28 FP inh	BoNT A protease	BoNT F protease	PfHsp40 yeast
CN1CCN(c2nnc(-c3ccc(F)cc3)c3ccccc23)CC1	-1	0.5	2	8	4.2	-3.3	0.8	0	0.7
O=C(NCCc1cccc(Cl)c1)c1ccc(Cl)c([N+](=O)[O-])c1	-1	x	1	0	x	-2.1	1.2	7	15

Single values from above.
COc1ccc(/C=N/OC(=O)Nc2ccccc2)cc1[N+](=O)[O-] in Anthrax LF prot: 1
CSc1nc(N2CCCC2)c2c(c1C#N)CC(C)(C)OC2 in FBA Mtb inh: -1
CC1(C)COC(c2cccn2Cc2ccc(F)cc2Cl)=N1 in FBA Mtb inh: 0
